High-throughput results (PubChem BioAssay)
ssDAF-12 act – S. stercoralis DAF-12 activation, primary screen | HEK293 ssDAF-12/GRIP1 lit1-tk-luc reporter, luminescence; % of 3 µM dafachronic acid response | activation, % at 6.8 µM | actives 1% (n = 370,000) | AID 652126;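 active = activation above the mean over all tested compounds plus 3 SD, cut at about 0.9% in these data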;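 also: 0% = DMSO-only wells and 100% = 3 µM delta7-dafachronic acid wells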
hgDAF-12 ag – activates the H. glycines DAF-12 receptor ligand-binding domain; HEK293 GAL4-hgDAF12 UAS-luciferase reporter, agonist luminescence; normalized to butyrate control; activation, % at 6.8 µM; actives 1.8% (n = 370,000); AID 687014;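 active = activation above a cutoff set at the mean of all screened compounds plus 3 SD, cut at about 10% in these data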;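 also: 0% = DMSO wells and 100% = sodium butyrate wells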
PLC-gamma1 inh – blocks human PLC-gamma1 enzyme activity; purified PLC-gamma1, fluorogenic substrate, fluorescence; inhibition, % at 12.2 µM; actives 0.84% (n = 370,000); in the data active = inhibition above about 9.5%
SMARCA2 act – SMARCA2 function activation, primary screen | MG213 cells, MMTV-luciferase reporter, dexamethasone, overnight | AID 652017 | actives 1% (n = 370,000) | activation, % at 9.1 µM; in the data active = activation above about 7.8%;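 also: 0% = vehicle wells and 100% = reference activator wells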
MBD2 inh – inhibitors of human MBD2 binding to methylated oligonucleotide; Q9UBB5; TR-FRET; inhibition, % at 4.4 µM; actives 0.31% (n = 370,000); in the data active = inhibition above about 13%
NR1D1 modulator – modulators of human Rev-erb alpha DNA binding. actives 0.79% (n = 370,000). activity, % at 10 µM. Rev-erbα–FITC-DNA binding, fluorescence polarization, 90 min;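 active = activity above about 14%, limit read from the data; passing the limit was not always enough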;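 also: 0% = DMSO wells with 35 nM protein and 100% = DMSO wells with 750 nM protein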
Target sequence (P20393 whole entry, looked up): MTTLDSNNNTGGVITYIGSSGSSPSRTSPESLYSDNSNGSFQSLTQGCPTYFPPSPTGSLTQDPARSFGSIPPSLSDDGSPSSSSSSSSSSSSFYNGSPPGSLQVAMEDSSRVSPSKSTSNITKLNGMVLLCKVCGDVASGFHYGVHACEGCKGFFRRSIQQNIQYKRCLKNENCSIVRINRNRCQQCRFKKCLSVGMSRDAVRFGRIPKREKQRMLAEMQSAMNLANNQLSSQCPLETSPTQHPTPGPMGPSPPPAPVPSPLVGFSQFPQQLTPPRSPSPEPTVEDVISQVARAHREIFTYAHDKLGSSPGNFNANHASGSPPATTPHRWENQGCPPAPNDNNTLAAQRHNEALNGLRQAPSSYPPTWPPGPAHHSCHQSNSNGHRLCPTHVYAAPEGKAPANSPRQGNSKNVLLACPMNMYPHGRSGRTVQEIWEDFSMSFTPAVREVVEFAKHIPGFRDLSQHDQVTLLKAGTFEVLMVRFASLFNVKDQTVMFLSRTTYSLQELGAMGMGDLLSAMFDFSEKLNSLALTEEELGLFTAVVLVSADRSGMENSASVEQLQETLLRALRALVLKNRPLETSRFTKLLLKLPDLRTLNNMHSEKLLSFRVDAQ
ADAM17 inh – inhibits human ADAM17; recombinant ADAM17, EDANS/DABCYL FRET peptide cleavage; inhibition, % at 6.95 µM; P78536; actives 0.83% (n = 370,000);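 active = inhibition above the mean of compounds lying between control limits plus 3 SD, set per campaign, cut at about 8.5% in these data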;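 also: 0% = DMSO-only wells as the low control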
hcDAF12 agonist – H. contortus DAF-12 activation, primary screen; HEK293 hcDAF-12 lit1-tk-luc reporter, luminescence; 0% DMSO, 100% Δ7-dafachronic acid; AID 652067; actives 1.4% (n = 370,000); activation, % at 6.8 µM;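 active = activation above the mean of all tested compounds plus 3 SD, cut at about 5.5% in these data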;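 also: 100% = response to 3 µM Δ7-dafachronic acid high control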
DAX1 inh-1 – DAX1 (NR0B1) inhibition, primary screen | HEK293T StAR-luciferase reporter, SF-1/DAX-1 repression relief | actives 1.1% (n = 370,000) | inhibition, % at 6.8 µM | AID 652010;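 active = inhibition above the mean over all tested compounds plus 3 SD, cut at about 3.6% in these data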;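 also: 0% = DAX-1 cells with DMSO and 100% = cells lacking DAX-1 with DMSO; higher inhibition means more luminescence from relief of DAX-1 repression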
PLC-beta3 inh – blocks human PLC-beta3 enzyme activity; Purified PLC-beta3, fluorogenic substrate, fluorescence; actives 0.18% (n = 370,000); inhibition, % at 12.2 µM; in the data active = inhibition above about 11%;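 also: 0% = median of compound wells on plate and 100% = full blocker control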
DAX1 inh-2 – inhibits human nuclear receptor DAX1. HEK293 Gal4-DAX1 luciferase reporter, luminescence. inhibition, % at 6.75 µM. actives 0.99% (n = 340,000). AID 504766;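 active = inhibition above the mean over all tested compounds plus 3 SD, cut at about 4.2% in these data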;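 also: 0% = DAX1-transfected cells with DMSO and 100% = empty-vector control cells with DMSO; inhibition shows as a rise in luminescence from relieved DAX1 repression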
Target sequence (P51843 207-470 limits assumed): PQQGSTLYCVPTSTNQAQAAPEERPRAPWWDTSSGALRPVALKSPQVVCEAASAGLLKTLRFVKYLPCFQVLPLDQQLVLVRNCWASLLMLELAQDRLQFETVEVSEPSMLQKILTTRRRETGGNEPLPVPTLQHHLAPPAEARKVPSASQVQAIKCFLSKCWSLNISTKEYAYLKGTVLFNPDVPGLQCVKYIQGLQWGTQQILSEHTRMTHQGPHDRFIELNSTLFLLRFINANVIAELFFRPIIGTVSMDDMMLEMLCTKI
Numbers without * were called inactive; x = no result given.

SMILES	ssDAF-12 act	hgDAF-12 ag	PLC-gamma1 inh	SMARCA2 act	MBD2 inh	NR1D1 modulator	ADAM17 inh	hcDAF12 agonist	DAX1 inh-1	PLC-beta3 inh	DAX1 inh-2
COc1cc(SC)ccc1C(=O)NCCOc1c(C)cc(C)cc1C	-1.2	-1.4	1	0	1	3	-3	0.4	0.0	-1	-0.7
Cc1c(/C=N/NC(=O)COc2ccccc2[N+](=O)[O-])c2ccccc2n1C	-0.4	-1.0	7	-3	-1	-10	0	3.1	-0.3	3	-0.8
CCC(=O)Nc1c(S(=O)(=O)c2ccccc2)c2nc3ccccc3nc2n1Cc1ccccc1	-0.8	0.8	-98	-5	-6	5	-182	0.3	-0.1	-117	0.0
CC1(C#CC[N+]2(C)CCCCC2)CCC2C(O1)c1ccccc1OC2(C)C (stereo not drawn)	-0.9	3.9	0	-2	8	3	0	-0.4	-1.1	-2	3.5
O=C1C=C(c2ccccc2)C[C@@H](c2ccc(Cl)cc2)C1	-1.8	-0.8	7	0	-5	3	5	-2.4	-0.4	5	0.1
COc1ccc(OCC(=O)N2CCCC2=O)c([N+](=O)[O-])c1	-0.8	-2.0	1	3	-2	6	2	-0.7	-0.7	-3	0.4
CNC(=S)N(Cc1ccco1)Cc1cc2cc3c(cc2[nH]c1=O)OCCO3	-1.3	0.7	-49	0	-5	-7	-91	-1.1	-0.3	-59	-0.1
CCOC(=O)C1=CC[C@@H](c2ccc(OC)cc2)N(S(=O)(=O)c2ccc(C)cc2)[C@H]1CC	-1.0	-0.9	1	-6	2	2	0	-1.0	-2.2	2	x
COc1cccc(NC(=O)N2CCc3nc(NCc4cccc(Oc5ccccc5)c4)ncc3C2)c1	-1.5	-1.5	-15	1	-5	4	-12	-2.1	-1.3	-24	x
Cc1sc2nc(CSCC(=O)NC3(C#N)CCCCC3)[nH]c(=O)c2c1C	-0.4	-1.0	-43	-3	6	7	-12	0.5	-1.3	-56	-0.3
CCC(Sc1nc2cc(OC)c(OC)cc2c(=O)n1CCc1ccc(OC)c(OC)c1)C(=O)NCCOC (stereo not drawn)	-1.9	2.5	2	3	4	-3	-2	-3.1	-3.0	-4	-0.4
CC1Cc2ccccc2N1C(=O)COC(=O)/C=C/c1cccc(F)c1 (stereo not drawn)	-1.5	0.3	4	1	-2	-1	-7	1.0	0.9	-2	0.5
Cc1ccc([C@@H]2CC=C(C(=O)O)[C@H](c3ccc(Br)cc3)N2S(=O)(=O)c2ccccc2C)cc1	-0.3	-0.1	1	-1	-4	-5	2	-0.6	-0.2	-2	0.4
CCOC(=O)c1c(C)[nH]c(C(=O)COC(=O)c2ccccc2NC(=O)c2ccco2)c1C	-1.1	0.1	-1	-1	2	3	2	-0.5	0.0	1	-0.5
NC(=O)c1ccc(NC(=O)COC(=O)C2(c3ccccc3F)CCCC2)cc1	-0.7	-2.6	-2	-3	4	-6	3	-1.3	-0.3	-5	-1.1
CCCCn1c(N)c(N(CC(C)C)C(=O)c2ccc(OCc3c(C)noc3C)cc2)c(=O)[nH]c1=O	-0.6	3.0	0	-1	2	-1	-6	0.2	0.6	-5	1.9
C=C1CSc2nc(=O)c3c4c(sc3n21)CCCC4	-1.1	1.7	-5	0	2	-1	-7	7.0*	0.1	-5	-0.6
CC(C)N1CCN(C(=O)c2cccc(Cl)c2)CC1	-1.3	-0.6	0	-2	2	-2	-3	-2.4	-0.5	-6	-1.1
C=CCN1C(=O)[C@@H](CC(=O)N2CCCC2)[C@]2(C(=O)OCC)CCCCC/C=C/12	-1.3	-3.1	1	-4	-3	10	0	-0.1	1.1	1	x
COC(=O)C1=CN(c2ccc(C(C)(C)C)cc2)C(N)=C(C#N)C1c1ccccc1F (stereo not drawn)	-0.8	4.4	-8	-4	0	-2	-2	-1.3	0.1	-10	x
CCc1ccc(-n2c(SCC(=O)N3Cc4ccccc4CC3C(=O)O)nnc2-c2ccncc2)cc1 (stereo not drawn)	-0.8	2.2	0	-1	5	2	-7	-0.9	-0.1	-5	2.2
CC(C)(C)C(=O)O/N=C(\N)c1ccc(Oc2cc(Cl)cc(Cl)c2)c([N+](=O)[O-])c1	-1.4	1.2	2	-4	6	-4	-7	-1.3	0.1	-1	1.1
O=C(CS(=O)(=O)c1ccccc1)Nc1ccc(Cl)cn1	-0.5	-0.5	2	-2	4	0	0	-1.2	2.2	-4	0.7
CCc1nc2ccc(C(=O)N3CCN(S(=O)(=O)CC)CC3)cn2c1N(C=O)Cc1ccc(OC)cc1	-1.3	1.6	-6	3	-1	-3	-7	-0.7	0.3	-6	x
O=C(Nc1ccc(Cl)cc1)Nc1ccc(N2CCC(C(F)(F)F)CC2)nc1	-1.1	-1.0	3	-4	-2	3	3	-0.1	-0.2	-6	0.3
New compounds follow:
SMILES	ssDAF-12 act	hgDAF-12 ag	PLC-gamma1 inh	SMARCA2 act	MBD2 inh	NR1D1 modulator	ADAM17 inh	hcDAF12 agonist	DAX1 inh-1	PLC-beta3 inh	DAX1 inh-2
O=C(CCN1C(=O)/C(=C\c2ccccc2)SC1=S)N1CCCCC1	-0.9	1.4	-1	-2	8	-2	-1	-1.0	-0.2	-6	3.7
Cc1cc(C(=O)N/N=C/c2cc(Cl)cc([N+](=O)[O-])c2O)n[nH]1	-1.6	4.7	2	-3	-9	4	-2	-0.8	0.3	-8	2.8
Cc1ccc(/C(O)=C/c2nc3cc(C)ccc3oc2=O)cc1	-0.9	-1.3	1	-2	4	-3	0	-0.4	0.0	-6	x
Cc1occc1C(=O)Nc1cccc(C(=O)NCc2ccccc2)c1	-1.8	-2.9	7	-2	-6	1	2	-1.8	-1.3	2	-0.6
O=C(OCc1nc2ccccc2s1)[C@@H]1CCCN1S(=O)(=O)c1ccccc1F	-0.3	5.9	-4	2	-1	-1	0	4.7	1.7	-3	1.0
O=C(COC(=O)c1ccco1)NCC1CCCCC1	-0.5	0.8	1	0	-3	-7	5	0.2	1.0	-4	0.4
COc1cc2c(cc1OC)-c1nnc(-c3cccs3)n1C1(CCCC1)C2	-1.7	1.0	1	1	6	5	-4	-1.3	-0.1	-1	0.1
Cc1nn(CC2CC2)c(=O)n1-c1ccc(F)cc1	-1.4	-2.6	-1	-1	-2	1	-2	-1.9	0.2	-5	0.4
O=C(NCCN1CCOCC1)c1cccnc1SCc1ccccc1Cl	-1.6	1.3	4	0	0	7	1	-1.5	0.0	0	0.0
O=C1CC(c2ccccc2)CC(O)=C1C=NCCCN1CCOCC1 (stereo not drawn)	-1.7	-0.6	4	2	0	7	-2	-0.6	0.2	7	0.7
CC(=O)Nc1ccc(N/C=C2/CCCC2=O)cc1	-0.8	1.0	-7	-1	5	0	-4	-0.7	-0.1	-16	1.9
O=C(CSc1nc(-c2cccs2)cc(C(F)(F)F)n1)Nc1cc(OCC(F)(F)F)cc([N+](=O)[O-])c1	-0.7	3.6	3	-4	-4	4	2	-1.2	0.4	3	0.3
CCOC(=O)C1CCN(C(=O)C2CCN(S(=O)(=O)c3c(C)noc3C)CC2)CC1	-0.8	2.3	2	-1	1	2	0	-0.3	0.0	1	-0.5
O=C(CCCN1C(=O)c2ccccc2C1=O)NC1CCCCCC1	-0.9	0.0	-1	1	7	5	-4	-1.3	-0.4	7	0.3
CC1(C)Nc2ccc(O)cc2-c2c1ssc2=S	-1.1	-2.2	4	0	-8	-7	2	-1.9	-1.7	2	-0.3
COc1ccc(C(=O)N2[C@@H](C(C)C)COc3cc(Br)ccc3S2(=O)=O)cc1	0.9	-3.6	2	-3	-1	5	2	-0.8	-0.1	0	-0.4
CCOc1ccc(Br)cc1S(=O)(=O)NC1=NCCCCC1	-1.1	0.5	1	-3	1	-5	-2	-0.1	-0.1	2	-0.7
COc1cccc(/C=C/C(=O)N2CC(C)OC(C)C2)c1OC (stereo not drawn)	-1.3	1.3	-23	-2	5	4	-2	-0.3	0.7	-42	-0.3
NNC(=O)C(=O)Nc1ccc(O)cc1	-0.7	-3.8	4	5	4	-8	0	-0.9	0.4	-3	1.7
O=[N+]([O-])c1ccc(O)c(/C=N/n2c(-c3ccccc3)n[nH]c2=S)c1	-1.0	-0.7	-1	-1	0	0	1	-1.1	0.2	-8	-0.8
CC(C)Cc1cc(C(=O)Nc2ccc(Br)cc2)no1	-0.1	3.8	0	0	-2	-4	-5	1.5	2.1	-7	1.8
Cc1nn(-c2ccc(Cl)nn2)c(=O)c2ccccc12	-1.8	4.4	1	1	-2	3	1	-1.3	0.3	-3	2.8
COc1cc(/C=C/C(=O)OC(C)C(=O)Nc2c(C)n(C)n(-c3ccccc3)c2=O)ccc1O (stereo not drawn)	-1.0	0.7	-71	-1	2	2	-30	-1.0	-0.9	-71	0.9
CCCS(=O)(=O)NC(=O)C1(C)CCN(C(=O)c2cc(-c3cccs3)oc2C)C1 (stereo not drawn)	-0.6	2.6	-7	-3	4	-5	-8	-0.2	0.3	-17	x
CCCCCc1cc(=O)oc2c(C(CCN3CCCCC3)c3ccc(OC)cc3)c(OC)cc(OC)c12 (stereo not drawn)	-1.1	-0.2	-268	1	0	7	-25	-2.1	0.2	-436	-0.6

A draw from above in order of number of heavy atoms, rising:
SMILES	ssDAF-12 act	hgDAF-12 ag	PLC-gamma1 inh	SMARCA2 act	MBD2 inh	NR1D1 modulator	ADAM17 inh	hcDAF12 agonist	DAX1 inh-1	PLC-beta3 inh	DAX1 inh-2
CCOc1ccc(Br)cc1S(=O)(=O)NC1=NCCCCC1	-1.1	0.5	1	-3	1	-5	-2	-0.1	-0.1	2	-0.7
O=C1CC(c2ccccc2)CC(O)=C1C=NCCCN1CCOCC1 (stereo not drawn)	-1.7	-0.6	4	2	0	7	-2	-0.6	0.2	7	0.7
CCOC(=O)C1CCN(C(=O)C2CCN(S(=O)(=O)c3c(C)noc3C)CC2)CC1	-0.8	2.3	2	-1	1	2	0	-0.3	0.0	1	-0.5

Continued:
SMILES	ssDAF-12 act	hgDAF-12 ag	PLC-gamma1 inh	SMARCA2 act	MBD2 inh	NR1D1 modulator	ADAM17 inh	hcDAF12 agonist	DAX1 inh-1	PLC-beta3 inh	DAX1 inh-2
O=c1c2ccccc2nc(-c2ccccc2Cl)n1O	-1.6	3.2	-11	-3	-2	1	0	-1.9	-0.2	-11	-0.5
COc1ccc2nc(NC(=O)c3cnccn3)sc2c1	1.1*	15*	-4	0	1	-1	-5	8.6*	3.6*	-10	-0.3
CC1(C(=O)NS(=O)(=O)c2ccc(Cl)cc2)CCN1C(=O)CCc1ccc(Cl)cc1Cl (stereo not drawn)	-0.1	0.7	-4	-2	0	-1	-3	-1.0	0.1	-9	x
COc1ccc(-c2sc3ccc(N4CCOCC4)cc3c2C#Cc2ccsc2)cc1	-0.9	4.1	-172	3	-2	1	-29	2.2	-0.8	-184	0.2
O=C(Cn1nnc(-c2ccc(S(=O)(=O)N3CCCC3)cc2)n1)Nc1ccccc1-n1cccc1	-1.4	-2.2	0	-4	0	-1	3	0.2	-2.6	2	-1.5
CN1C(=O)N(C)C2(c3ccccc3)NC(=O)NC12c1ccccc1 (stereo not drawn)	-1.3	-2.0	2	1	0	6	-1	1.1	-1.0	0	0.6
O=C(COC(=O)c1ccc2ccccc2n1)Nc1ccccc1F	0.1	2.5	-3	-1	-5	5	-3	2.3	3.1	-12	-0.2
Cc1ccc(/C=N/NC(=O)CNC(=O)c2ccc(S(=O)(=O)N(C)C)cc2)cc1	-0.9	-1.5	-2	0	1	-3	-4	-1.6	-0.4	0	-0.5
O=C(Cn1ncc2c([nH]c3ccccc32)c1=O)NCCc1ccc(Cl)cc1	-1.0	1.2	0	-1	0	1	0	0.9	0.4	-7	-0.3
